MCF10A rereplic = induces DNA re-replication in MCF 10a normal breast cells; MCF 10A DNA re-replication, Hoechst nuclear intensity, 48 h; Potency, µM (doses to about 46.1 µM), without a hit: top-dose activity, positive = re-replication, most hits filed as activators; hit rate 2.9% among 350,000; also: potency is read from the fitted curve at half-maximal effect; % of control where 0% means no effect; nearly all actives have a fitted effect of over 50% in size
A549 tox = A549 cytotoxicity, counter-screen for Nrf2 inhibitors. hit rate 0.16% among 390,000. Potency, µM (top dose mostly 46 µM), for inactives: top-dose activity change, negative = cytotoxicity, hits mostly inhibitors. A549 ARE-Fluc cells, CellTiter-Fluor viability, 18-24 h; also: potency is read from the fitted curve at half-maximal effect; % is scaled to controls: 0 for no effect and ±100 for the full control effect
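A549 ARE-Fluc cells in 5% FBS OPTI-MEM, 5000 cells/well, rested 2 h then exposed to compounds in concentration-response for 18-24 h at 37 °C. Viability by CellTiter-Fluor fluorescence (Ex 405/Em 525) after 30 min; luciferase luminescence (BugLite, 15 min, RT) read afterwards.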
TGFb inhibitor = TGF-b pathway inhibition; hit rate 1.2% among 410,000; Potency, µM (series often up to 46.1 µM), inactives show at the highest dose activity, negative = inhibition, hits mostly inhibitors; HepG2 CAGA-GFP TGF-b/SMAD3 reporter, GFP fluorescence, 18 h; TGF-beta stimulated, 500 pg/mL final; also: potency is read from the fitted curve at half-maximal effect; % is scaled to controls: 0 for no effect and ±100 for the full control effect; nearly all actives have a fitted effect of over 65% in size
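Cell-based qHTS in HEPG2 carrying a CAGA-GFP Smad reporter; compounds added before 500 pg/mL final TGF-beta, 18 h incubation at 37 degrees C, GFP fluorescence quantified per cell by imaging cytometry.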
ATXN2 expr inh = reduces ATXN2 reporter expression in HEK-293 cells. HEK-293 ATXN2-luciferase reporter, luminescence, 24 h. Potency, µM (doses to about 57 µM), for the others: at the top dose activity change, negative = inhibition, most hits filed as inhibitors. hit rate 0.72% among 360,000. AID 1745845; also: potency is read from the fitted curve at half-maximal effect; % is scaled to controls: 0 for no effect and ±100 for the full control effect; nearly all actives have a fitted effect of over 55% in size
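ATXN2-luciferase reporter cells (luciferase flanked by upstream and downstream ATXN2 gene portions) were treated 24 h at 37 °C with compounds at up to 57 uM. SteadyGlo luminescence gave expression; GF-AFC fluorescence gave viability.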
IL-1B inflam inh = inhibitors of inflammasome signaling (IL-1 beta secretion); THP-1 LPS/ATP IL-1B secretion, AlphaLISA, 16 h; stronger effect = lower value; activity change, % at 57.5 µM; hit rate 4.7% among 360,000; AID 743279; in the data active = activity change below about -50%; inconclusive = mostly about -30% to -49%; also: % is scaled to controls: 0 for no effect and ±100 for the full control effect
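Secreted IL-1B measured by AlphaLISA bead assay after 16 h compound exposure of THP-1 cells; compounds (final up to 57.5 uM) added 1 h before LPS (250 ng/mL) and ATP (1.25 mM) stimulation; lower signal means less secretion.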
HepG2 viability = HepG2 cytotoxicity, counter-screen for TGF-b inhibitors | hit rate 0.76% among 410,000 | Potency, µM (doses to about 46.1 µM), for inactives: top-dose activity change, negative = cytotoxicity, hits mostly cytotoxic | HepG2 CAGA-GFP viability, ATP luminescence, 18 h | AID 588856; also: potency is read from the fitted curve at half-maximal effect; some results filed as inactive show a strong effect at the top dose
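HepG2 CAGA-GFP cells (1000/well, DMEM with 1% FBS) received compound, then TGF-beta at 500 pg/mL final, and were incubated 18 hours at 37 degrees C. Viability was read by CellTiter-Glo luminescence. Media-only wells were set as complete cell-killing and DMSO as no toxicity.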
ATXN viability = cell viability loss in ATXN counter-screen; Potency, µM (top dose mostly 56.7 µM), hits mostly cytotoxic; AID 651635; S2 cells (HEK-293 line with an ATXN2-luciferase reporter) viability, CellTiter-Fluor protease fluorescence, 24 h; hit rate 0.49% among 400,000; also: potency is read from the fitted curve at half-maximal effect; nearly all actives have a fitted effect of over 40% in size
Nrf2 block = inhibitors of Nrf2 signaling | A549 ARE-Fluc reporter, luciferase luminescence, 18-24 h | Potency, µM (top dose mostly 46 µM), for inactives: at the highest dose activity change, negative = inhibition, actives largely listed as inhibitors | hit rate 2.1% among 360,000; also: potency is read from the fitted curve at half-maximal effect; % is scaled to controls: 0 for no effect and ±100 for the full control effect; nearly all actives have a fitted effect of over 60% in size
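In this cell-based qHTS, ARE-driven firefly luciferase in A549 cells reports Nrf2 activity; the luminescent signal after BugLite lysis is the measured value, with a prior CellTiter-Fluor read for cell health.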
Nrf2 activator = activates Nrf2 signaling | AREc32 ARE-luciferase reporter (MCF7-derived line), luminescence, 24 h | Potency, µM (highest dose often 46.1 µM), for inactives: top-dose activation, hits mostly activators | hit rate 0.31% among 410,000; also: potency is read from the fitted curve at half-maximal effect; % of control where 0% means no effect; nearly all actives have a fitted effect of over 65% in size
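AREc32 cells carrying an ARE-driven firefly luciferase, 1000 cells/well in OPTI-MEM with 5% FBS, dosed after overnight attachment and incubated 24 hr at 37 deg C. Steady-Glo luminescence read after 30 min at RT.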
* = called active by the depositor; i = inactive; ? = inconclusive; / = not tested or not shown; & = joins results of further samples; [ ] = remark or other dose. Unless noted, calls follow the shape of the dose curve; as a rule, active = well fitted curve in the direction sought with a large enough effect; inconclusive = small, poorly fitted or top-dose-only effect, or another doubt; inactive = no such curve, though single readings can be large; an effect the other way counts as inactive or inconclusive.

Structure,MCF10A rereplic,A549 tox,TGFb inhibitor,ATXN2 expr inh,IL-1B inflam inh,HepG2 viability,ATXN viability,Nrf2 block,Nrf2 activator
Brc1ccccc1CN1CCN(Cc2c[nH]c3ccccc23)CC1,?,-3.7%,?,?,-103.1*,-168.5%,?,-13.8%,3.5%
Cc1ccc(C(=O)Nc2ccc(NC(=O)c3ccc(C)o3)cc2)o1,3.2%,-8.7%,3.3%,0.5%,-8.1,-13.8%,i,-34.2%,-0.7%
CC12CCC(C)(O1)C1C(=O)N(c3nccs3)C(=O)C12 (stereo not given),0.7%,0.0%,-4.4%,0.7%,40.8,-10.5%,i,8.4%,-0.4%
COc1ccc(C(C)(C)C)cc1NC(=O)COC(=O)C(C)C,0.4%,-0.4%,0.1%,-7.9%,34.7,5.3%,i,-5.9%,-0.7%
O=S(=O)(c1ccc(Cl)cc1)N1CCCC(C(F)(F)F)C1 (stereo not given),-6.2%,9.8%,13.1%,0.2%,-8.0,3.0%,i,-13.5%,0.4%
O=C(CS(=O)(=O)c1ccccc1)c1cc2ccccc2oc1=O,15.8%,1.6%,-1.0%,/,-9.5,-36.8%,i,-19.4%,?
O=C(CCCc1nc2ccccc2s1)Nc1ccc(N2CCOCC2)cc1,?,-2.1%,-0.8%,/,92.2,-8.7%,i,8.6%,-0.1%
O=C1CCc2cc(S(=O)(=O)Nc3ccc(F)cc3)cc3c2N1CC3,3.0%,-2.7%,8.6%,13.2%,17.7,-11.8%,i,-12.7%,0.7%
Clc1cccc(CSc2nncn3c2cc2sccc23)c1,/,5.2%,-22.3%,/,/,-42.6%,/,?,-0.1%
Clc1cccc(Cc2c(C3CCCCC3)nc3c4ccccc4ccn23)c1,/,/,/,9.0%,16.9,/,?,/,11.8%
CCOc1ccc(N2CC(C(=O)NCc3cccc(C)c3)CC2=O)cc1 (stereo not given),2.4%,-0.6%,0.0%,2.9%,-9.5,-16.9%,i,5.5%,2.0%
COc1ccc(CNc2nc(NCc3ccc(OC)c(OC)c3)n(C(=O)c3cccs3)n2)cc1OC,11.0%,-11.1%,-20.7%,8.0%,?,4.7%,i,?,2.9%
COc1ccc(NC(=O)CSc2nc3sc(C)cc3c(=O)n2C)cc1,-13.0%,-16.1%,-1.3%,-13.3%,3.1,-8.0%,i,-7.8%,0.4%
Cc1cccc(NC(c2ccccc2C)c2ccc3ccc(C)nc3c2O)n1 (stereo not given),/,-8.0%,?,?,/,-9.2%,/,-10.1%,15.8%
Cc1ccc(S(=O)(=O)N2CCN(C(=O)COC(=O)c3ccc(Cl)c(S(N)(=O)=O)c3)CC2)c(C)c1,-5.0%,0.8%,-3.2%,-9.1%,-9.7,2.4%,?,9.0%,-0.4%
Cc1ccc(-c2nnc(-c3ccccc3)o2)cc1,10.7%,-1.1%,-11.3%,68.1%[activator],21.8,-27.0%,i,?,10.9%
O=C(c1cccs1)N1C[C@H](O)[C@@H](n2cc(C3CC3)nn2)C[C@@H]1c1ccccc1,/,/,-3.8%,-3.5%,-0.5,-11.4%,i,/,-0.5%
COc1cc(-c2nnc(SCCOc3ccc(Cl)cc3)o2)cc(OC)c1OC,/,7.7%,0.9%,0.6%,/,8.5%,i,0.4%,0.1%
O=S(=O)(Nc1cccc(S(=O)(=O)N2CCCC2)c1)c1ccc(F)cc1,-4.3%,-11.1%,15.1%,-6.9%,14.4,-2.9%,?,-19.2%,-0.3%
c1ccc(Cn2nnc3c(NCC4CC4)ncnc32)cc1,/,/,5.0%,/,-6.2,10.8%,i,/,8.0%
COc1cc(OC)cc(C(=O)N[C@H](C(=O)OCC(=O)Nc2ccc(C)cc2C)C(C)C)c1,14.2%,0.4%,-2.2%,-6.7%,-4.9,-3.9%,i,2.2%,-0.3%
CC(C)(C)C(=O)COC(=O)C1CC(=O)N(c2ccccc2)C1 (stereo not given),-3.5%,-3.8%,8.1%,/,1.3,2.2%,?,6.3%,0.5%
CCCCC(=O)Nc1cc([N+](=O)[O-])ccc1Cl,?,18.6%,-32.0%,-11.6%,0.5,-0.9%,i,14.6%,5.9%
COC(=O)[C@H](Cc1ccccc1)NC(=O)NCc1cccs1,-1.2%,1.7%,-12.2%,-4.0%,-5.9,-27.8%,i,6.3%,-0.5%
N#Cc1c(N)nc2c(c1N)CC(CCl)O2 (stereo not given),1.8%,0.3%,-14.0%,-18.2%,44.4,-5.4%,i,-14.7%,-0.7%
Cc1ccc(C(=O)O)cc1-n1c(C)ccc1-c1ccccc1,/,4.1%,0.5%,9.7%,/,-0.1%,i,-0.5%,19.2%
Cc1csc(NC(=O)CSc2ncc(-c3ccccc3)[nH]2)n1,-1.0%,0.5%,6.7%,26.9%,27.0,7.5%,i,23.8%,?
CC1CCN(C(=O)CSc2nnc(CNC(=O)c3ccc(S(=O)(=O)N(C)C)cc3)o2)CC1,1.7%,2.2%,-5.6%,-9.1%,6.3,-22.4%,?,-26.1%,-0.5%
COc1ccc(CCNC(=O)c2cc(S(=O)(=O)N3CCOCC3)ccc2N2CCCC2)cc1OC,-0.9%,-4.8%,14.4%,-1.9%,7.2,22.4%,i,1.2%,-0.5%
CCOc1ccc(C(C)=O)cc1COc1cccnc1[N+](=O)[O-],?,0.9%,?,-36.1%,25.2,-39.5%,i,9.5%,-0.7%
COc1ccccc1NCc1ccc([N+](=O)[O-])s1,4.8%,2.9%,0.4%,-1.9%,-1.7,2.0%,i,14.6%,3.1%
COc1ccc(S(=O)(=O)NCC2CCCN(C(=O)c3ccccc3)C2)cc1 (stereo not given),-8.6%,-0.5%,-3.9%,1.8%,-6.7,-13.0%,?,7.2%,1.1%
CC(=Nc1ccccc1C(F)(F)F)c1ccncc1,5.0%,5.8%,5.8%,4.6%,-0.1,-8.2%,i,6.7%,-0.6%
CN(C)c1ccc(/C=N/NC(=O)c2ccn(C)n2)cc1,0.6%,-7.9%,16.5%,-1.9%,-1.6,-17.0%,i,?,0.1%
CCC(CC)C(=O)N1CC(=O)Nc2ccc(Br)cc2C1c1ccccc1 (stereo not given),?,-1.0%,-7.0%,-16.2%,2.7,-5.9%,i,-8.7%,2.2%
Cc1ccccc1C1CC(=O)NC2=C1C(=O)CCC2 (stereo not given),-4.7%,-1.8%,18.6%,-1.2%,-4.1,-10.8%,i,/,-0.9%
CCc1ccccc1NS(=O)(=O)c1ccc2oc(=O)c3ncn(C)c3c2c1,/,6.0%,-21.1%,/,/,-20.7%,/,16.9%,-0.6%
COc1ccc(CNC(=O)CNC(=O)c2ccc(Br)o2)cc1OC,-1.1%,5.4%,6.6%,4.1%,9.7,-5.2%,i,-2.3%,-0.4%
Cc1cccc(-n2cnc3cc(C(=O)NCCN4CCOCC4)ccc32)c1,/,/,-21.9%,/,?,-3.3%,/,/,1.5%
C=CCNC(=O)C1CC(=O)N(c2ccc(OCC(=O)Nc3ccc(CC)cc3)cc2)C1 (stereo not given),0.6%,-2.1%,-0.7%,8.3%,48.7,1.8%,i,-21.6%,0.0%
CCc1noc(C)c1C(=O)N1CCN(S(=O)(=O)c2c(C)c(C)cc(C)c2C)CC1,5.6%,-1.5%,-0.6%,2.4%,-13.9,10.7%,i,-27.7%,-0.2%
O=c1c2ccccc2nnn1CSc1nnc(COc2ccc(Cl)cc2)n1Cc1ccco1,17.0%,-11.7%,14.8%,-21.3%,-29.8,-2.4%,i,?,-0.2%
COC(=O)c1cccc(NC(=O)C(C)(C)C)c1,-4.8%,0.1%,17.5%,3.2%,27.9,-16.4%,i,-0.8%,0.1%
CC(=O)c1ccc(NC2c3ncccc3C(=O)N2Cc2ccc(F)cc2)cc1 (stereo not given),-14.8%,3.4%[1.84 µM],1.0%,5.5%,-13.7,-14.6%,i,1.3%,0.1%
COc1ccccc1N=Nc1c(C)n[nH]c1C,1.1%,-15.6%,1.0%,6.5%,-16.5,4.3%,i,-14.9%,0.2%
O=C(c1c(F)cccc1F)N1CCN(S(=O)(=O)c2ccc3c(c2)OCCO3)CC1,27.1%,2.3%&6.6%,-19.4%,-4.2%,/,-37.6%,i,-4.4%&1.9%,6.4%
Cc1ccc(C)c(NC(=O)Cn2c(=O)nc(-c3ccccc3)c3ccccc32)c1,/,-28.2%,1.1%,/,/,-1.7%,/,/,3.3%
COc1ccc(NC(=O)CSc2nnc(CCC(=O)Nc3ccc(C)c(Cl)c3)n2C)cc1,-2.2%,0.4%,-1.1%,0.1%,0.0,-25.6%,i,5.8%,0.1%
C=CCn1c(CC(C)(C)C)nc2ccccc21,4.3%,-0.7%,?,16.5%,0.0,4.0%,i,-4.2%,0.2%
CN(CC(=O)Nc1ccc(F)cc1)C(=O)COC(=O)C1CCN(c2ccc(C(F)(F)F)cn2)CC1,13.9%,3.1%,5.3%,6.1%,-1.5,4.3%,i,?,0.1%
CC(C)c1cccc(C(C)C)c1NC(=O)COC(=O)c1ccc(OCC(=O)Nc2cccc(C(F)(F)F)c2)cc1,21.6%&5.8%,-0.1%,6.4%,-2.1%,-3.7,4.3%,i,?,0.2%
